# PDI inh: blocks human protein disulfide isomerase activity. 0.052% of 350,000 active. P07237. inhibition, % at 10 µM. PDI insulin aggregation turbidity, A650, 90 min;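 active means mean inhibition across replicates of 30% or more, whatever share of single replicates reach that level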;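 further: absorbance from insulin aggregation driven by PDI reduction with DTT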
# Target sequence (P07237 whole entry, looked up): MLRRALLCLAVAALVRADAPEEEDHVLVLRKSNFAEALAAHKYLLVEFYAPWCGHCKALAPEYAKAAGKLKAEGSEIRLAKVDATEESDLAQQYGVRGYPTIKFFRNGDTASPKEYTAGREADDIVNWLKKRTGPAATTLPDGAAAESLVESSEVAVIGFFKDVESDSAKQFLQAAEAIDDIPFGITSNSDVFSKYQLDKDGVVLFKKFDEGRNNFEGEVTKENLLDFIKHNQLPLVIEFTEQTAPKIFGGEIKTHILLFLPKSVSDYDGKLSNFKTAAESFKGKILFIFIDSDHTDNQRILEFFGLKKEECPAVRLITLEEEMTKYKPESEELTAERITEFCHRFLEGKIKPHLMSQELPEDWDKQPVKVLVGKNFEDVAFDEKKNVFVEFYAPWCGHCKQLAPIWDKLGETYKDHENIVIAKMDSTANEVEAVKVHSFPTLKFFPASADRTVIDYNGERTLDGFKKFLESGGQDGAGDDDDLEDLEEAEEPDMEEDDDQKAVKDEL
# HIF-2a inh: blocks HIF-2a reporter activity; 0.72% of 360,000 active; 786-0 RCC cells HIF-2a reporter, luciferase luminescence, overnight; inhibition, % at 18.8 µM; AID 624352;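 active means inhibition of the luminescence signal of 40% or more relative to plate controls, in a single-dose primary screen at 18.75 µM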
# CaV13 ICDI inh: Primary screen for inhibitors of IQ motif and Ca2+-dependent inactivation inhibitor domain binding in CACNA1D, Förster resonance energy transfer in living cells, … | inhibition, % at 12.3 µM | 0.098% of 340,000 active | HEK cells, CFP/YFP FRET ICDI-IQ, plate reader, 10 min; percent FRET-ratio fall versus neutral wells;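 active means mean replicate inhibition of at least 30% and at least 1% of replicates passing that level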;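 further: 0% = median of the neutral control wells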
# NR2E3 ag-1: human photoreceptor-specific nuclear receptor agonism. Q9Y5X4. CHO-S Gal4-NCOR/VP16-NR2E3 two-hybrid, luciferase. inhibition of corepressor binding, % at 3.98 µM. 0.35% of 360,000 active. AID 602229;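 active means inhibition above the mean of all tested compounds plus 3 SD, cut at about 70% in these data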;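 further: 0% = DMSO with NR2E3 transfected cells and 100% = cells lacking NR2E3 construct; higher means lower luciferase signal from less NR2E3 corepressor binding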
# Target sequence (Q9Y5X4 whole entry, looked up, the tested form may be a part): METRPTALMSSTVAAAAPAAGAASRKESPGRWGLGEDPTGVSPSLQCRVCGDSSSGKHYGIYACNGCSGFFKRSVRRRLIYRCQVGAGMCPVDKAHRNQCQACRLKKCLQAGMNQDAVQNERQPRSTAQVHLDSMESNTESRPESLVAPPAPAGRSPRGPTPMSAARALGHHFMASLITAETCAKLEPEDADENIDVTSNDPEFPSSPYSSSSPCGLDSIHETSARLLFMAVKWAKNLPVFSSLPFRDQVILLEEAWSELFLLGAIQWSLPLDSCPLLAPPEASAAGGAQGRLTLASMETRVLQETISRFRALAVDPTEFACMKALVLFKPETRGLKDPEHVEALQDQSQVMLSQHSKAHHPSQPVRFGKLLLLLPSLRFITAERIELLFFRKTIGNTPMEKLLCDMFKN
# Exocytosis inh: blocks lytic granule exocytosis | TALL-104 LAMP-1 surface exposure, flow cytometry; cells stimulated with thapsigargin and PMA | inhibition, % at 10 µM | 0.66% of 360,000 active | AID 651702;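 active means inhibition above about 55%, limit read from the data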
# Peg3 prom inh: reduces Peg3 promoter-driven luciferase expression in HeLa. HeLa PEG-Prom luciferase reporter, luminescence, overnight. inhibition, % at 20 µM. 1.7% of 360,000 active. AID 588405;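 active means inhibition of at least 50% at 20 µM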
# NR2E3 ag-2: agonists of human nuclear receptor NR2E3; Q9Y5X4; GST-NR2E3/biotin-RetCOR TR-FRET, 1536-well; inhibition of corepressor binding, % at 4.78 µM; 0.12% of 320,000 active; AID 2300;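 active means percent inhibition above the cutoff of mean plus 3 SD of all tested compounds, set per screening campaign, cut at about 20% in these data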;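 further: 0% = DMSO wells and 100% = biotin wells as full block of FRET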
#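 Assay system: NR2E3–RetCOR corepressor complex. Quantity: 1.35 nM GST-NR2E3. Buffer or medium: pH 7.5 Tris-based buffer. Reagent: biotinylated RetCOR corepressor at 7 nM final. Schedule: 5 h at 4 °C. Detection: TR-FRET, emission read at 617 and 671 nm. Replicates: one well per compound, singlicate testing.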
# aDG glyco up: increases alpha dystroglycan glycosylation; 0.22% of 360,000 active; Pro5-aDG cells, alpha-DG glycosylation AlphaScreen (IIH6); 0% Pro5, 100% B10-LARGE cell signal; activation, % at 10 µM;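 active means activation of at least 8% versus controls, or a plate z-score of at least 8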;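 further: Pro5 are CHO cells carrying HIG-tagged alpha-DG that lacks glycosylation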
# Vif inh: HIV Vif inhibition; HEK293T cells, Vif self-association by quenched fluorescence, imaging, 24 h; inhibition, % at 7.49 µM; 0.35% of 340,000 active; AID 602346; in the data active means inhibition above about 50%, passing the limit was not always enough; further: some results filed as inactive read as strong as hits
# hiPSC survival: increases survival of single human iPS cells; hiPSC single-cell survival, ATPlite luminescence; 100% = ROCK inhibitor wells, 0% = DMSO; survival enhancement, % at 20 µM; 0.044% of 360,000 active; AID 602274; in the data active means survival enhancement above about 18%;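 further: cells exposed to compounds for 16 hours before the ATP read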
# MITF TRPM1 inh: MITF TRPM1 promoter inhibition in SK-MEL-5 cells | SK-MEL-5 TRPM1 promoter luciferase, 24 h | inhibition, % at 12.5 µM | 0.83% of 330,000 active;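 active means mean inhibition across replicates of 60% or more, whatever share of single replicates reaches that level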; further: values of inactives mirror those of a sister screen read the other way
# Numbers without * were called inactive; · = not tested or not shown.
SMILES,PDI inh,HIF-2a inh,CaV13 ICDI inh,NR2E3 ag-1,Exocytosis inh,Peg3 prom inh,NR2E3 ag-2,aDG glyco up,Vif inh,hiPSC survival,MITF TRPM1 inh
O=C1/C(=C/c2cccc([N+](=O)[O-])c2)Oc2cc(O)ccc21,-11,-26,-23,-4,8,-63,-1,-0.3,-5,1.8,-13
Cc1cc(C)c(S(=O)(=O)Nc2ccc(N(C)C)cc2)c(C)c1-n1cnnn1,-4,-9,-7,3,22,-5,0,-0.2,5,1.0,-1
CC1(C)CC(=O)C(C(C2=C(O)CC(C)(C)CC2=O)c2ccc([N+](=O)[O-])cc2)C(=O)C1 (stereo unspecified),-22,14,-5,-6,0,4,-2,0.4,-4,-1.9,1
COc1cc2c(cc1OC)-c1cc(Nc3ccc4c(c3)OCCO4)nc(=O)n1CC2,-9,15,·,55,1,-44,3,-0.1,-6,-1.3,-7
CCCOc1ccc(CN(C(=O)c2cccc(OC)c2)C2CCS(=O)(=O)C2)cc1 (stereo unspecified),0,9,-7,13,1,13,0,0.1,-4,-0.1,-5
O=C(NC1CCCC1)C(=O)N(c1ccccc1F)C(C(=O)NCC1CCCO1)c1cccs1 (stereo unspecified),7,15,-7,-10,0,12,0,0.5,-7,-2.2,-6
CC1CC(C)CN(S(=O)(=O)CCNC(=O)c2ccc3c(c2)OCO3)C1 (stereo unspecified),1,8,-14,-31,-1,0,1,0.1,-1,0.2,2
CCc1cccc(NC(=O)CSc2nc(C)cs2)c1,1,-41,-5,-5,-9,-68,·,-0.2,1,1.4,·
Cc1cc(/C=C2/NC(=O)N(Cc3ccccc3F)C2=O)c(C)n1C(C)C,-2,-48,-18,-26,-2,-28,-2,0.2,0,-2.4,-13
CCC(CC)NC(=O)COC(=O)CCC(=O)c1cccs1,-3,14,-17,1,0,6,3,-0.4,-3,0.2,-16
Cc1cccc(/C(N)=N/OC(=O)c2ccoc2C)c1,-4,-230,-2,-43,0,-222,0,0.0,-7,-0.7,-45
COc1ccc(C)cc1S(=O)(=O)N1CCCC(C(=O)NCc2ccccn2)C1 (stereo unspecified),1,9,-6,11,1,6,-3,-0.2,·,-0.1,6
Cc1noc(C)c1COc1ccccc1C(=O)N(C)Cc1ccc(F)cc1,0,10,-4,-1,-1,9,·,-0.2,·,0.4,7
NC(=O)c1ncn([C@@H]2O[C@H](CNCc3cnc(N4CCOCC4)nc3)[C@@H](O)[C@H]2O)n1,-7,1,-6,-16,-3,-2,·,-0.1,-2,2.2,-1
CN(C)S(=O)(=O)c1ccc(NC(=O)CN2C(=O)NC(Cc3ccccc3)C2=O)cc1 (stereo unspecified),-2,8,-2,1,5,9,0,0.5,5,-0.4,4
COc1ccc(NS(=O)(=O)c2ccc(F)cc2F)cn1,-9,-4,-3,-19,0,3,7,-0.1,-2,1.0,5
C/C(=N\NC(=O)c1cc(C)oc1C)c1ccc(N2CCOCC2)cc1,1,-6,-7,-30,-2,9,1,0.0,2,-0.1,6
CN(CCOc1ccc(Cl)cc1)C(=O)c1cccc(S(=O)(=O)N2CCN(c3ccc(F)cc3)CC2)c1,4,13,·,96*,19,18,·,2.5,-19,0.0,59
COc1ccc(-c2nn(C)c3sc(C(=O)N4CCOCC4)cc23)cc1OC,-15,15,-5,10,-2,2,-1,0.0,4,0.9,1
O=C(COC(=O)C1CCCCC1)NCCc1ccccc1,-1,12,-3,9,1,10,·,-0.2,1,0.2,-8
CC(=O)c1cccc(NC(=O)CCNS(=O)(=O)c2cccc3nsnc23)c1,-4,3,-1,-16,1,16,2,0.5,12,0.1,6
Cc1ccc2oc(=O)n(CCOc3ccccc3)c2c1,1,1,-9,12,3,-10,-1,-0.2,0,-0.2,0
COc1ccc(Cl)cc1S(=O)(=O)N1CCN=C1C,·,16,-3,20,0,5,0,-0.2,6,2.2,9
CCCCn1c(N)c(N(CCC(C)C)C(=O)C2CCCC2)c(=O)[nH]c1=O,-5,11,-2,6,6,0,0,0.0,-1,-0.4,-8
O=C(COC(=O)c1cc[n+]([O-])cc1)NC(=O)c1ccc(OC(F)F)cc1,-2,6,-6,-13,3,13,·,-0.2,0,0.2,4
CCOC(=O)N1CCC(n2c(SCC(=O)NCc3ccccc3)nc3ccccc3c2=O)CC1,3,27,-4,2,-1,20,-2,-0.1,-14,-1.9,9
CSc1nnc(-c2ccncc2)n1/N=C/c1cn(-c2ccccc2)nc1-c1ccc(Cl)cc1,1,-20,-5,6,3,-72,4,0.0,7,0.0,-15
COc1ccc(C2/C=C\CN(S(=O)(=O)c3ccc4ccccc4c3)CC(=O)N2Cc2ccc(F)cc2)cc1 (stereo unspecified),-8,25,-6,-23,8,14,-1,0.0,-8,-2.0,-12
CC(C(=O)NCc1ccccc1Cl)n1cc([N+](=O)[O-])cn1 (stereo unspecified),-3,10,-2,-19,5,11,3,-0.2,1,0.0,7
CCCC(O)(CCC)C(=O)NNc1ccc(C)cc1,6,11,-2,-23,-2,5,1,0.2,11,-0.5,3
CC1(c2ccc3noc(-c4ccc(F)cc4)c3c2)OCCO1,-2,-52,-5,-21,-1,-34,-1,0.0,-16,-1.2,9
CN(c1ccc(C(=O)Nc2ccc(CC#N)cc2)cc1)S(C)(=O)=O,-5,-39,2,-29,0,-38,0,-0.1,-12,1.9,-2
Cc1nc(Oc2cccc(Cl)c2)c2oc3ccccc3c2n1,0,-19,-3,-19,46,-2,3,-0.1,-4,-1.4,9
Cc1oc(-c2ccccc2F)nc1CS(=O)(=O)CC(=O)NCCN(C)C1CCCCC1,·,-12,21,9,-1,-8,-2,-0.7,·,-1.8,-2
Cc1cc(=O)[nH]c(NCc2ccccc2)n1,11,15,-2,6,-4,-6,2,0.0,4,-0.6,3
O=C(CSc1nc2c([nH]c3ccccc32)c(=O)n1-c1ccccc1)NCC1CCCO1 (stereo unspecified),20,16,-3,-14,-7,17,0,-0.1,-1,-0.5,18
COc1ccccc1N1C(=O)C(=O)N(C)C1=O,-2,2,7,-1,4,10,4,0.1,1,0.2,8
CC(C)COc1ccc(Cc2cnc(N)nc2N)cc1,-65,14,-5,-1,0,5,1,1.9,-11,-0.5,-3
C=CCn1c(SCC(N)=O)nc(C)cc1=O,12,14,-2,-3,0,14,2,-0.2,19,-0.2,7
COc1ccc(Oc2ncccc2NC(=O)c2cccc(C)c2C)cc1,-10,7,-9,-6,-4,21,1,0.1,-3,-0.1,2
CCCN(C(=O)c1ccccc1Cc1ccccc1)C1CCS(=O)(=O)C1 (stereo unspecified),3,13,-5,19,0,-4,0,0.1,·,-0.4,-5
O=C(Nc1nnc(Cc2c[nH]c3ccccc23)s1)c1ccc(Cl)cc1Cl,6,-27,-16,-66,13,-54,4,0.0,-3,0.7,12
N#CCCN(Cc1cccnc1)S(=O)(=O)c1ccc(S(=O)(=O)NC2CCCCC2)cc1,2,12,·,2,-1,9,2,-0.1,-7,-0.1,-1
COc1ccc(S(=O)(=O)N2CCC(C(=O)N[C@@H](C)C(=O)NCc3ccccc3OC)CC2)cc1,-1,5,-7,-14,0,17,-1,0.0,0,-0.4,-11
COc1ccc(CCNc2nc(-c3cccc(NC(C)=O)c3)cs2)cc1OC,8,4,-6,-11,-2,5,-1,0.5,-4,-2.7,0
C[C@H](CO)N1C[C@H](C)[C@@H](CN(C)C(=O)NC2CCCCC2)Oc2c(NC(=O)Cc3ccccc3)cccc2C1=O,-1,-1,-10,-10,-5,-25,·,0.4,2,-0.5,2
COc1cc(CN(C)Cc2ccccc2)cc(OC)c1O,3,12,-5,-5,1,5,-1,-0.4,·,0.2,4
O=C(NCc1cccnc1)c1ccc(CS(=O)(=O)c2ccc(Cl)cc2)o1,18,14,·,10,-6,-1,1,-0.5,-11,-2.1,0
CC(=O)Oc1ccc(C(=O)NC(C)CCc2ccccc2)cc1 (stereo unspecified),-5,5,-4,-1,1,11,6,-0.1,-3,3.5,-3
Cc1ccc(C(=O)CSc2nnc(CNc3ccc(F)cc3)o2)cc1,6,11,-4,-2,-3,14,6,0.0,-4,1.3,1
CCOc1cc(Br)ccc1S(=O)(=O)N1CC(C)OC(C)C1 (stereo unspecified),1,6,-7,9,-4,20,-1,0.8,4,-1.8,16
CC(C#N)Sc1nnc(Nc2ccccc2)s1 (stereo unspecified),5,-28,·,-30,-1,-32,2,-0.2,7,-0.7,-16
CCOC(=O)C1CCCN(c2cc(=O)n(Cc3ccc(F)cc3)c(=O)[nH]2)C1 (stereo unspecified),-5,-28,-4,-21,-2,-272,4,-0.2,14,-0.4,-14
CNc1nc(N)c([N+](=O)[O-])c(Nc2cccc(Cl)c2)n1,-5,-11,-18,-5,-11,1,4,-0.2,9,0.7,·
CC(C)(C)c1cc(C(=O)NCc2ccccc2)ccn1,0,6,-4,10,0,9,4,0.4,-9,-3.2,12
CC(=O)c1cccc(NC(=O)CN(C)S(=O)(=O)c2ccc3c(c2)CCC(=O)N3)c1,·,8,·,-6,-7,-1,2,0.0,-4,0.5,5
COC(=O)c1cc2c(=O)c3ccccc3oc2nc1/C=C/N(C)C,-7,-62,-13,-22,4,-36,·,-0.1,-11,1.9,-5
CC1CC(C)CN(CCCNC(=O)c2nn(C)c3c2CS(=O)(=O)c2ccccc2-3)C1 (stereo unspecified),-9,6,-7,-2,-1,1,-2,-0.1,-3,0.6,0
COc1ccc(N2CCN(CCNC(=O)CCNS(=O)(=O)c3cccs3)CC2)cc1,8,10,-5,-10,-3,14,3,0.1,9,0.5,1
CC(=O)N1CCN(C(=O)c2cccc(S(=O)(=O)Nc3ccc(C)cc3)c2)CC1,-5,2,·,-16,-2,5,0,0.0,13,-0.3,-5
CCOC(=O)N=S(=O)(Oc1ccc([N+](=O)[O-])cc1)c1ccc(Cl)cc1 (stereo unspecified),5,3,·,2,-5,1,1,-0.2,-1,-2.6,6

# Full records as entered above.
# CCCN(C(=O)c1ccccc1Cc1ccccc1)C1CCS(=O)(=O)C1 (stereo unspecified) in the list: PDI inh: 3; HIF-2a inh: 13; CaV13 ICDI inh: -5; NR2E3 ag-1: 19; Exocytosis inh: 0; Peg3 prom inh: -4; NR2E3 ag-2: 0; aDG glyco up: 0.1; Vif inh: ·; hiPSC survival: -0.4; MITF TRPM1 inh: -5
# O=C(Nc1nnc(Cc2c[nH]c3ccccc23)s1)c1ccc(Cl)cc1Cl in the list: PDI inh: 6; HIF-2a inh: -27; CaV13 ICDI inh: -16; NR2E3 ag-1: -66; Exocytosis inh: 13; Peg3 prom inh: -54; NR2E3 ag-2: 4; aDG glyco up: 0.0; Vif inh: -3; hiPSC survival: 0.7; MITF TRPM1 inh: 12
# Cc1cc(=O)[nH]c(NCc2ccccc2)n1 in the list: PDI inh: 11; HIF-2a inh: 15; CaV13 ICDI inh: -2; NR2E3 ag-1: 6; Exocytosis inh: -4; Peg3 prom inh: -6; NR2E3 ag-2: 2; aDG glyco up: 0.0; Vif inh: 4; hiPSC survival: -0.6; MITF TRPM1 inh: 3

# The order is random; 3.5% or so of the library scored in one or more.
